Bioassay records deposited in PubChem BioAssay by Sanford-Burnham Center for Chemical Genomics.
MPTP inh = inhibitors of mitochondrial permeability transition pore. isolated mouse mitochondria, Ca2+ swelling absorbance, 30 min. inhibition, % at 10 µM. actives 1.4% (n = 360,000);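 active = inhibition of 50% or more, scaled per plate between neutral and stimulator controls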;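 note: 0% = DMSO wells given calcium and 100% = 1 mM EGTA wells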
NR3A LBD binder = modulates the human NR3A ligand-binding domain. AID 1259313. NR3A LBD differential scanning fluorimetry, Tm shift; 0% = protein alone, 100% = glycine-bound protein. actives 2.5% (n = 340,000). Tm shift relative to glycine control, % at 25 µM;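 active = melting temperature shift of at least 10% of the positive control shift, at one fixed dose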
SENP7 block = SENP7 protease inhibition | recombinant SENP7, Z-RLRGG-aminoluciferin luminescence, 40 min | inhibition, % at 5 µM | actives 1.5% (n = 330,000) | Q9BQF6;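 active = inhibition above about 50% at the single test dose, limit read from the data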;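 note: plate controls were DMSO with enzyme for no effect and no enzyme buffer wells for full effect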
SENP8 block = SENP8 (human) protease inhibition; actives 0.64% (n = 360,000); inhibition, % at 20 µM; recombinant SENP8, Nedd8 substrate fluorescence; in the data active = inhibition mostly above about 40%, no sharp cut-off; inactive = mostly below about 27%
SENP6 inh = blocks the human protease SENP6; inhibition, % at 10 µM; actives 1.8% (n = 330,000); Recombinant SENP6 catalytic domain, aminoluciferin luminescence; AID 2599; Q9GZR1;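 active = inhibition above about 50% at the single tested dose, limit read from the data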;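 note: plate controls were DMSO wells with enzyme for no effect and DMSO wells lacking enzyme for full effect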
PfGluPho inh = PfG6PD (Plasmodium falciparum) enzyme inhibition; PfGluPho enzyme, NADPH resazurin-diaphorase fluorescence; inhibition, % at 20 µM; actives 0.78% (n = 350,000); AID 504690;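 active = inhibition reaching at least a set limit at 20 µM in the primary screen, cut at about 59% in these data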;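 note: 0% = DMSO wells with substrate and 100% = DMSO wells lacking glucose-6-phosphate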
HKDC1 inh = blocks human hexokinase HKDC1 activity; actives 0.16% (n = 340,000); recombinant HKDC1, G6PDH/diaphorase resazurin coupled fluorescence; inhibition, % at 20 µM; AID 493160; Q2TB90;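 active = inhibition above about 35% when tested at 20 µM, limit read from the data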;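 note: plate controls were DMSO wells with enzyme for no effect and DMSO wells lacking enzyme for full effect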
Target sequence (Q2TB90 whole entry, looked up): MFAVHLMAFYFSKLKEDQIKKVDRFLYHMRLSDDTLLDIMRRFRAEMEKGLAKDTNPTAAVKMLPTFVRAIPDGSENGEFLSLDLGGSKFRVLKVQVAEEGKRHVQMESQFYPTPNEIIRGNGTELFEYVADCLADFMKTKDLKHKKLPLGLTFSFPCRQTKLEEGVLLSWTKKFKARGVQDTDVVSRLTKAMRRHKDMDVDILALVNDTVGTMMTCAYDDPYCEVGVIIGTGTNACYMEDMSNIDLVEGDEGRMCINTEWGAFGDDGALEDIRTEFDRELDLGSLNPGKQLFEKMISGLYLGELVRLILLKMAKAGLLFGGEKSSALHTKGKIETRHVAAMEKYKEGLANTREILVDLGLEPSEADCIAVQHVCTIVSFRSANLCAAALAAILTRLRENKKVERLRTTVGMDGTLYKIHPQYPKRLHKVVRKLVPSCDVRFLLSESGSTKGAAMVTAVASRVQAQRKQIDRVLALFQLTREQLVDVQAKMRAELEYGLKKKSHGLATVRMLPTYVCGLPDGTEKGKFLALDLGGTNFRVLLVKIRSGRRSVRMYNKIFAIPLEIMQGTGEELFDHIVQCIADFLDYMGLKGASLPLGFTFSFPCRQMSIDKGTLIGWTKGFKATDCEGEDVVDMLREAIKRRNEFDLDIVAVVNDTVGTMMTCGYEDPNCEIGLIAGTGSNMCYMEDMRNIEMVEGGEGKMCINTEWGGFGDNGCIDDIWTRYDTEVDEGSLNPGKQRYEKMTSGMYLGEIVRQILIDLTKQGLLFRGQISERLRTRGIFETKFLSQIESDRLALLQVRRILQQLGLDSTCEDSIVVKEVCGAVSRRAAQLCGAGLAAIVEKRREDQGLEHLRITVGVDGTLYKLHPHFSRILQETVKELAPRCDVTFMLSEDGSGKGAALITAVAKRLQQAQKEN
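Assay system: recombinant HKDC1 hexokinase; detection: coupled resazurin fluorescence, excitation 525 nm, emission 613 nm; benchmarks: DMSO-plus-enzyme-mix negative control, buffer-substituted positive control; compound dosing: single 20 µM dose; schedule: 90 min at room temperature in dark; also added: glucose plus 1 mM ATP as hexokinase substrates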
ATG4B inh = inhibitors of human ATG4B cysteine protease | inhibition, % at 8.33 µM | AID 504462 | ATG4B cleavage of LC3-PLA2, NBD-HPC fluorescence, 1 h | actives 0.51% (n = 340,000) | Q9Y4P1; in the data active = inhibition above about 40%
* marks the source's active call; other numbers are inactive results; i = inactive; nt = no result given.

SMILES,NR3A LBD binder,SENP7 block,PfGluPho inh,MPTP inh,SENP8 block,HKDC1 inh,SENP6 inh,ATG4B inh
CC(=O)Nc1cccc(NC(=O)C2CC(=O)N(CCc3ccc(F)cc3)C2)c1 (stereo unspecified),0,6,-15,-2.1,4,-2,-3,-6
O=C(Nc1ccccc1N1CCCCC1)c1ccc(Cl)cc1,-1,3,26,-1.0,18,-1,20,6
CNC(=O)N1c2ccccc2NC(=O)CC1C (stereo unspecified),-2,3,-1,0.8,18,-13,-12,-7
Nc1nc2ccc(N3CCOCC3)cc2s1,12*,3,44,0.6,34,0,0,3
CCOC(=O)CN1C(=O)C(=O)c2cc(C)ccc21,0,2,-12,-3.2,16,7,-12,0
Cc1cc(Cl)ccc1OC(C)C(=O)NCCc1ccc2c(c1)OCCO2 (stereo unspecified),-2,1,-6,3.5,10,3,-9,-5
Cc1ccc(Cl)cc1NC(=O)CSc1nnc(C)n1-c1ccccc1,-8,3,-4,0.0,11,-11,-12,-1
CCCCN(C(=O)CSc1ncnc2sccc12)c1c(N)n(Cc2ccccc2)c(=O)[nH]c1=O,1,9,-2,-0.8,-14,-3,0,-8
CN(Cc1ccccc1)C(=O)COC(=O)c1cc(-c2ccc(Cl)s2)nc2ccccc12,-5,6,10,0.3,-290,0,-3,-11
C[n+]1ccn(CC(=O)c2ccc(Br)cc2)c1,0,-3,-2,-0.5,18,-16,-14,-5
CC/C(=N\NC(=O)CSCc1ccccc1Cl)c1ccc2c(c1)OCCO2,-3,6,10,3.1,19,-12,-6,8
COc1ccc2c(C(=O)CN3CCN(c4ccccc4)CC3)c[nH]c2c1,-8,-7,-12,-1.2,-3,-10,-1,-2
O=C(Nc1cccc(Cl)c1)NC1CC2CCC(C1)N2Cc1cccs1 (stereo unspecified),-4,0,-8,1.7,12,12,0,0
CC(Oc1ccc(Br)cc1Cl)C(=O)Nc1ccncc1 (stereo unspecified),-1,-1,1,77*,9,0,4,-10
C=CCn1c(NC(=O)c2ccccc2Cl)c(C#N)c2nc3ccccc3nc21,3,49,9,74*,-353,12,94*,-16
O=C(/C=C/c1ccc([N+](=O)[O-])cc1)NCC1CCCO1 (stereo unspecified),-3,-7,10,-5.0,28,1,-15,9
CCN(CC)CCC(C)OC(=O)c1ccc(O)cc1O (stereo unspecified),1,8,-14,1.5,4,0,19,7
O=c1[nH]c2ccc(S(=O)(=O)NCc3ccccc3)cc2[nH]1,1,3,-3,0.2,14,-1,-2,-2
CC1CCC(NC(=O)C2CCC(CNS(=O)(=O)c3cccc4nsnc34)CC2)CC1 (stereo unspecified),2,1,-13,-2.1,-8,-7,-13,12
COC(=O)CCN1CCC2CC1c1cc(-c3cccc(C)c3)ccc12 (stereo unspecified),-2,nt,-2,-2.0,-2,1,nt,1
COC(=O)CN1C(=O)CSc2ncccc21,-1,4,5,-1.5,31,-5,-1,-2
CCC(=O)Nc1ccccc1C(=O)OC(c1ccccc1)c1ccccc1,-5,3,-17,0.0,-50,8,-14,19
CCn1c(SCC(=O)Nc2sc(C)c(C)c2C#N)nnc1C(C)C,2,-4,2,1.0,12,3,-5,-10
Cc1ccc(S(=O)(=O)N2CCCCC2CCNC(=O)C(=O)NCC2CCCO2)cc1 (stereo unspecified),1,-2,-15,-2.3,18,-4,-16,-4
CC(C)Oc1ccc(S(=O)(=O)N2CCOCC2)cc1NC(=O)CC1CCCC1,0,1,-7,-0.1,-7,0,-2,-36
Cc1cc(N(CN2CCCC2=O)C(=O)c2ccc(OC(C)C)cc2)no1,-1,7,8,1.4,20,-7,10,-30
O=C(N=Nc1c(O)[nH]c2ccccc12)c1cc(NS(=O)(=O)c2cccs2)cc(NS(=O)(=O)c2cccs2)c1,1,-3,1,7.0,10,-2,-15,8
Cc1ccnc(N2C(=O)c3ccccc3C2Nc2ccc3c(c2)OCCO3)c1 (stereo unspecified),-1,-5,5,-1.9,-1,-2,19,15
O=S(=O)(/N=C(/c1ccc(F)cc1)N1CCCCC1)c1ccc(Cl)cc1,2,-4,-4,-12,16,9,-6,8
CCOC(=O)/C=C/[C@H]1CC(c2ccccc2)(c2ccccc2)CO1,-3,-1,1,0.7,15,-1,0,12

Six entries drawn at random from the list so far, as already listed:
SMILES,NR3A LBD binder,SENP7 block,PfGluPho inh,MPTP inh,SENP8 block,HKDC1 inh,SENP6 inh,ATG4B inh
CCN(CC)CCC(C)OC(=O)c1ccc(O)cc1O (stereo unspecified),1,8,-14,1.5,4,0,19,7
O=C(Nc1cccc(Cl)c1)NC1CC2CCC(C1)N2Cc1cccs1 (stereo unspecified),-4,0,-8,1.7,12,12,0,0
CCCCN(C(=O)CSc1ncnc2sccc12)c1c(N)n(Cc2ccccc2)c(=O)[nH]c1=O,1,9,-2,-0.8,-14,-3,0,-8
CC/C(=N\NC(=O)CSCc1ccccc1Cl)c1ccc2c(c1)OCCO2,-3,6,10,3.1,19,-12,-6,8
C=CCn1c(NC(=O)c2ccccc2Cl)c(C#N)c2nc3ccccc3nc21,3,49,9,74*,-353,12,94*,-16
COC(=O)CN1C(=O)CSc2ncccc21,-1,4,5,-1.5,31,-5,-1,-2

The listing continues:
SMILES,NR3A LBD binder,SENP7 block,PfGluPho inh,MPTP inh,SENP8 block,HKDC1 inh,SENP6 inh,ATG4B inh
COc1ccc(CC2(CO)CCN(Cc3cnc(-c4ccccc4C)nc3)CC2)cc1,0,5,0,1.8,2,-4,-7,-5
Cc1cc(N2CCC(N(C)C3CCCC3)CC2)nc2cc(O)ccc12,-1,-3,-8,-0.5,-375,-5,-3,-3
CCCSc1nc2c(cnn2-c2ccc(C)c(C)c2)c(=O)[nH]1,0,-7,-2,1.0,12,-4,-7,2
Cc1ccc(C(=O)NCc2ccccn2)cc1NC1=NC2CS(=O)(=O)CC2S1 (stereo unspecified),-2,-1,-10,-1.4,11,-2,-4,-3
COc1ccc2[nH]c(-c3cccc(F)c3)cc(=O)c2c1,-1,6,18,0.6,i,9,-1,-5
O=C(c1ccco1)N1CCN(C(=O)c2cc(Cl)nc3ccccc23)CC1,4,6,8,-3.1,-18,-3,-9,-8
Cc1c(OCC(=O)N(C)c2ccccc2)ccc2c3c(c(=O)oc12)CCC3,-1,-4,16,0.5,-36,-4,-24,-9
CCCCOC(=O)Nc1nnc(C(C)C)s1,-5,-12,4,-1.5,14,-1,-14,6
CC1=CC(C)(C)[N+](C)(C)c2ccc(C)cc21,1,-1,-5,-0.7,2,4,-6,1
O=C(Nc1nc2c(Cl)c(Cl)ccc2s1)C1CC1,-3,7,5,1.1,15,-4,15,-14
NC(=O)c1nsc(C(=O)N(Cc2cccnc2)C(C(=O)NCc2ccc(F)cc2)c2ccc(O)cc2)c1N (stereo unspecified),-1,0,-8,-0.7,-295,0,-24,2
Cn1c(=O)[nH]c(=O)c2c1nc1n2CCN1Cc1ccccc1,0,-7,17,-2.0,5,-9,-17,-1
CC(C)(C)c1ccc(/C=N/NC(=O)C[n+]2ccccc2)cc1,1,8,-3,0.7,11,-5,-15,-1
CCC(C)c1ccc(NC(=S)NC2CCN(Cc3ccccc3)CC2)cc1 (stereo unspecified),-6,5,-4,18,19,-1,-4,1
Cc1ccc(S(=O)(=O)N(CC(O)CN2CCCCC2)c2cccc([N+](=O)[O-])c2)cc1 (stereo unspecified),-1,6,-8,0.4,21,-2,7,3
Cc1c(N=Cc2ccncc2)c(=O)n(-c2ccccc2)n1C,1,-9,-4,-5.2,18,-6,12,-2
CS(=O)(=O)Nc1ccc(S(=O)(=O)N2CCCCCC2)cc1,1,-5,3,-3.3,8,-2,-9,-9
Brc1ccc2c(c1)C(c1ccc(N3CCOCC3)cc1)=NNC(c1cccs1)=N2,-6,1,-2,3.2,-72,2,4,66*
CCOc1ccc(C(=O)Nc2ccc(S(=O)(=O)NCC3CCCO3)cc2)cc1OCC (stereo unspecified),-11,-4,0,1.2,4,-9,4,-5
O=C(Cc1ccc(Br)cc1)N1CCN(C(=O)c2ccco2)CC1,1,-4,8,0.6,11,2,21,-7
CCOc1ccccc1NC(=O)COC(=O)C(Cc1ccccc1)NC(=O)c1ccco1 (stereo unspecified),5,3,10,-1.6,3,1,2,0
CCCCn1c(N)c(N(CC(C)C)C(=O)c2cccc(S(=O)(=O)N(C)c3ccc(C)cc3)c2)c(=O)[nH]c1=O,0,-9,6,-1.3,4,-6,3,-10
COc1ccc(S(=O)(=O)N2CCC(C(=O)Nc3ccc(S(=O)(=O)N4CCCC4)cc3)CC2)cc1OC,-1,-7,4,0.1,-2,0,1,-20
COc1cc(-c2noc(C)c2C(=O)NCc2ccc(C)o2)cc(OC)c1OC,0,6,9,2.1,-27,-5,3,-6
CC1CN(CCCCOc2ccc3ccccc3c2)CC(C)O1 (stereo unspecified),1,3,-5,-0.9,27,-4,-5,-2
C=CCn1c(SCC(=O)c2ccc(CNC(C)=O)o2)nc2scc(C3CC3)c2c1=O,-4,6,1,3.1,7,3,26,-1
COC(=O)[C@@H]1CCCN1C(=O)CCc1nnc(C2CCCCC2)o1,1,13,-6,0.2,3,-11,2,21
COc1ccc(NC(=O)NCCCN2CCCC2=O)cc1,0,-8,-7,-1.8,13,-3,-5,-2
Cc1cccc(Cl)c1NNC(=O)Nc1c([N+](=O)[O-])c(C)nn1C,1,1,1,-0.5,20,-7,11,6
O=C(Nc1cc(F)cc(F)c1)c1ccc(NCCCN2CCCCCC2)c([N+](=O)[O-])c1,1,-3,-13,0.3,31,1,-7,5
CCc1nn(CC(=O)N2CCN(c3cc(C)ccc3C)CC2)c(=O)c2cc3occc3n12,-2,9,-4,5.1,4,0,14,-2
COc1cc2c(cc1OC)C1Cc3ccc(OC)c(OC)c3CN1CC2 (stereo unspecified),0,-3,2,-4.7,21,-3,3,-10
O=C(CSc1nncs1)N1c2ccccc2Sc2ccccc21,1,12,-15,0.0,10,-1,-10,0
Cc1ccc(S(=O)(=O)NNC(=S)Nc2c(Cl)cccc2Cl)cc1,0,3,-7,1.5,7,-3,-8,1
CC1(C)CC(N(Cc2ccco2)C(=O)Cc2ccccc2)CCO1 (stereo unspecified),-1,-3,3,0.3,22,-7,-8,-13
Cc1ccc(NC(=O)CC2Oc3ccc(C)cc3NC2=O)c(C)c1 (stereo unspecified),1,6,-11,-0.2,11,-6,-4,3
CCN(CC)C(=O)COc1ccc(/C=C(\C#N)S(=O)(=O)c2ccccc2)cc1OC,6,-8,9,-1.5,-246,4,-4,-1
Cc1[nH]c2ccccc2c1C(=O)C(=O)NCCCn1ccnc1,2,-1,-3,0.0,22,-4,-18,-1
CC1=C(C(=O)OCc2ccccc2)C(c2ccccc2Cl)NC(=O)N1CCCC(=O)O (stereo unspecified),1,5,-6,0.8,18,0,2,-11
CC(C)[C@H](NC(=O)c1ccco1)C(=O)N(C)Cc1c(F)cccc1Cl,-1,0,2,-0.1,12,-1,-6,-8
CCOC(=O)c1[nH]c(C)c(C(=O)NCCN2CCOCC2)c1C,-1,7,2,-0.8,6,-5,2,1
O=C(COC(=O)COc1ccc(Cl)cc1)NC1CCCC1,0,6,-12,0.5,21,1,4,6
CCC(CC)C(=O)Nc1cccc(C(=O)Nc2ccc(S(N)(=O)=O)cc2)c1,0,3,-24,-1.5,6,-6,7,0
CCC(=O)c1ccccc1OCCCN1C(=O)NC(C)(C)C1=O,-2,1,-4,-0.4,-1,-4,11,5
O=C(Nc1ccc2nc(SCc3ccc(Cl)cc3)sc2c1)c1ccccc1C(=O)N1CCOCC1,1,2,19,-7.4,13,-1,-6,-12
COc1ccc(N(CC(=O)Nc2cc(Cl)ccc2OC)C2=NC3CS(=O)(=O)CC3S2)cc1 (stereo unspecified),2,10,13,0.7,4,-6,3,-10
